STK33 inh – blocks human STK33 kinase activity; purified STK33, MBP phosphorylation, ADP-Glo luminescence; inhibition, % at 10 µM; AID 2661; 320,000 tested, 0.073% active; Q9BYT3;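 active = inhibition at or above 25%, using the most active replicate where run in duplicate; inactive = inhibition below 25%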
Target sequence (Q9BYT3 whole entry, looked up): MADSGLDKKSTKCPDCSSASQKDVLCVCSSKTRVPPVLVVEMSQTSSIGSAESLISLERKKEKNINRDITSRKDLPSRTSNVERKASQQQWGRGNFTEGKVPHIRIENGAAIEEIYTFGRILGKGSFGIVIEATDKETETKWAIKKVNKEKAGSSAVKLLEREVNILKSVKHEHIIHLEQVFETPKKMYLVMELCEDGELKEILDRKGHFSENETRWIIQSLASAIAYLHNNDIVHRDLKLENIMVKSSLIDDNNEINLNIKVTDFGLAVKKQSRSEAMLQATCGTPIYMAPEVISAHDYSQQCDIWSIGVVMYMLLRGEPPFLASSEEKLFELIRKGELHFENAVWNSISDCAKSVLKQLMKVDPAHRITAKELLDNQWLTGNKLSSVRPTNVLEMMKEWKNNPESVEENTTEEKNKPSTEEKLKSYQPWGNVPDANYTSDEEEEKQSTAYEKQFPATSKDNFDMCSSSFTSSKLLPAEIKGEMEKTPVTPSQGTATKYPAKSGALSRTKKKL
Kir21 inh – Kir2.1 (mouse) channel inhibition; AID 1672; B-score at 10 µM; HEK293-Kir2.1, FluxOR thallium flux fluorescence; hits give low values; 310,000 tested, 0.85% active; P35561;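 active = fluorescence ratio B-score at or below minus 3 SD of library scores, with starting-brightness B-score within 2 SD, cut at about -4.2 in these data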;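 note: channel flux triggered by added potassium and thallium sulfate stimulus; B-score of peak minus minimum fluorescence over baseline after thallium stimulus; more negative B-score means stronger Kir2.1 block with less thallium influx; some compounds called inactive have numbers as strong as hits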
Target sequence (P35561 whole entry, looked up): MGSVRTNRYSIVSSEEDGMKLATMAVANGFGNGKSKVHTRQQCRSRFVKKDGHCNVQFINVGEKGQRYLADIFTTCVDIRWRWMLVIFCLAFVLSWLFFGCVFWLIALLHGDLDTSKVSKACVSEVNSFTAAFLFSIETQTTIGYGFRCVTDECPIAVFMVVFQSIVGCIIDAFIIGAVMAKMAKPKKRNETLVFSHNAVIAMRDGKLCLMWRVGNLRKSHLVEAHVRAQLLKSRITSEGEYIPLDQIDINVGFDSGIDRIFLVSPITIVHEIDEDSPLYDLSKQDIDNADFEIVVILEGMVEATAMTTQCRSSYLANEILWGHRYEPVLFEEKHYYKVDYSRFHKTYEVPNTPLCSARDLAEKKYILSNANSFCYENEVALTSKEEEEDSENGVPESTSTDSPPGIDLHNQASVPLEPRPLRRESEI
An asterisk follows results filed as active; nt = no result given.

item	canonical_smiles	STK33 inh	Kir21 inh
1	Cc1ccc(NC(=O)C2COc3ccccc3O2)cc1C (stereo not drawn)	-0.8	-0.4
2	CC/C(=N\n1nnnc1Nc1ccccc1)c1ccccc1	0.0	0.52
3	O=C(NCc1cccc(C(F)(F)F)c1)C1CC(c2ccccc2C(F)(F)F)=NO1 (stereo not drawn)	4.2	-0.69
4	CCOc1ccc(Cl)cc1S(=O)(=O)NCc1cccnc1	1.3	-1.7
5	CC1Oc2cc3oc4c(O)c(O)ccc4c(=O)c3c(O)c2C1(C)C (stereo not drawn)	0.2	2.6
6	CCCc1ccc(NC(=O)C2CCCN(c3cnccn3)C2)cc1 (stereo not drawn)	nt	-0.19
7	CCOC(=O)c1ccc(NC(=O)c2nn(C)cc2Br)cc1	4.7	0.96
8	O=C(Nc1nc(=O)n(C(=O)c2cccc(C(F)(F)F)c2)s1)c1ccccc1	-0.4	0.23
9	COc1ccc(/C=C2\SC(=S)N(CC(=O)OCC(=O)Nc3ccc(C)cc3Cl)C2=O)cc1	-0.7	-2.1
10	COc1cccc(NC(=O)Cc2nnc(SCC(=O)c3ccccc3)n2C)c1	nt	-0.26
11	CC(=O)Nc1cccc(C(=O)OCC(=O)NC(C)c2ccc(F)cc2)c1 (stereo not drawn)	2.7	0.47
12	O=C(CN1CCN(c2ccccc2)CC1)c1c[nH]c2ccccc12	-0.3	-1.2

Look-ups from above.
Reading for CCOc1ccc(Cl)cc1S(=O)(=O)NCc1cccnc1 under STK33 inh: 1.3
Reading for CC/C(=N\n1nnnc1Nc1ccccc1)c1ccccc1 under Kir21 inh: 0.52

Going on with the list.
item	canonical_smiles	STK33 inh	Kir21 inh
13	COc1ccc(NC(=O)CNC(=O)Cc2ccccc2)cc1	1.0	0.41
14	CN(C(=O)CCS(=O)(=O)c1cc2c(cc1Cl)NC(=O)CO2)C1CCCCC1	0.1	-1.4
15	O=S(=O)(c1ccc2c(c1)OCCO2)N1C[C@@H]2C[C@H]1CN2S(=O)(=O)c1c(F)cccc1F	-1.1	nt
16	Cc1cc(N2CCOCC2)nc2ccc(NC(=O)CCC(=O)N3CCCC(C)C3)cc12 (stereo not drawn)	-0.8	0.97
17	CCn1c(SC)nnc1-c1sc2cc(Cl)ccc2c1Cl	-0.3	1.5
18	CC1CCCN(C(=O)NC(=O)c2ccc(Cl)cc2)C1 (stereo not drawn)	-0.6	0.43
19	CCCC(=O)Nc1ccc(C(=O)Nc2cccc(OC)c2)cc1	-1.2	-0.49
20	COc1ccc(C2=NN(C(=O)CSc3ncccn3)C(c3cccc(OC)c3OC)C2)cc1 (stereo not drawn)	-0.6	-0.55
21	COC(=O)C1=C(C)N(Cc2ccccc2)C(=NCc2ccccc2)N[C@H]1c1ccccc1	2.3	nt
22	Cc1nc(C(=O)NC2CCOCC2)sc1C1(C)CC(c2cccc([N+](=O)[O-])c2)=NO1 (stereo not drawn)	-1.1	1
23	CC(C)(C)c1ccc2c(c1)OCC(C(=O)O)O2 (stereo not drawn)	-0.3	0.21
24	COc1ccc(NC(=O)CCN2CCN(S(=O)(=O)c3ccc(C(C)C)cc3)CC2)cc1	-1.7	-0.74
25	Nc1nnnn1CC(=O)N/N=C/c1cccs1	-1.9	0.15
26	COc1ccc(C(=O)NC(=S)NCc2cccnc2)cc1Cl	0.2	0.58
27	COC(=O)[C@]1(Cc2ccccc2)N[C@H](CN(C)C(=O)Nc2ccc(OC)cc2)[C@@H]2C(=O)N(Cc3ccccc3)C(=O)[C@@H]21	-0.9	nt
28	COc1ccccc1Nc1nc(-c2sc(NC(=O)c3ccccc3)nc2C)cs1	0.4	1.1
29	CN(Cc1cnn(C)c1)C(=O)c1cc2ccccc2oc1=O	-5.1	0.31
30	CCCCn1c(N)c(-c2nc3ccccc3s2)c2c([N+](=O)[O-])nn(C)c(=O)c21	-0.9	0.39
31	COc1ccc(-c2nc3ccccc3c(=O)o2)cc1OC	-0.2	1.8
32	Cc1cc(C)c(C#N)c(Sc2ccc(N)cc2)n1	-2.6	0.06
33	O=c1c2ccc(Cl)cc2nc(-c2cccc(C(F)(F)F)c2)n1O	-1.3	-1.3
34	O=C(N/N=C/c1cccc(OCc2ccccc2)c1)c1cccs1	0.0	1.4
35	S=C(NCCc1ccccc1)NCc1cccc(Cl)c1	-3.9	-2.2
36	CCO[C@H]1OC(C(=O)N2CCCCCCC2)=C[C@@H](c2ccccc2)[C@@H]1CCCO	-0.5	-0.35
37	COc1cc(OC)cc(C(=O)Nc2cccc3nc(C)ccc23)c1	4.1	-1.4
38	COC(=O)NC(NC(=S)Nc1ccccc1OC)C(Cl)(Cl)Cl (stereo not drawn)	-0.4	-1.2
39	COC(=O)c1ccccc1NC(=O)CN1CCC(NC(=O)c2ccc(C)cc2)CC1	1.2	-1.7
40	CCCCCCCCC(=O)NNC(=O)c1c(O)c2ccccc2n(CC)c1=O	-0.1	-0.85
41	CCN(CC)CCCNC(=O)c1nn(-c2ccccc2OC)c(=O)c2ccccc12	0.0	-0.86
42	COc1ccc(Br)c(C(=O)Nc2cccc(S(=O)(=O)N3CCOCC3)c2)c1	-1.5	nt
43	COc1ccc(NS(=O)(=O)c2cc(S(C)(=O)=O)ccc2C)cc1	-0.7	-0.12
44	Cc1ccnc(NC(=O)c2ccc3c(c2)NC(=O)C(C)S3)c1 (stereo not drawn)	1.2	nt
45	CC(=O)Nc1ccc(S(=O)(=O)n2nc(C)cc2C)cc1	-0.6	1.9
46	COc1ccc(OC)c(CN2CCC(C(=O)N3CCN(c4ccccc4F)CC3)CC2)c1	-1.2	0.03
47	O=C(NCc1ccco1)c1cc(-c2ccc3c(c2)OCO3)on1	0.1	0.82
48	COCCN(C(=O)c1ccc(NC2CC2)c([N+](=O)[O-])c1)c1c(N)n(CC(C)C)c(=O)[nH]c1=O	1.2	nt
49	COc1ccc2cc(Br)ccc2c1CC(=O)N(C)C	-1.2	0.54
50	Clc1ccc(CSc2nnc(-c3cccnc3)o2)cc1	-2.0	-0.07
51	C=Cn1cc[n+](CC(=O)c2cc(C(C)(C)C)c(O)c(C(C)(C)C)c2)c1	0.4	0.56
52	C/C(=N\NC(=O)COc1ccc(C)cc1[N+](=O)[O-])c1ccc2c(c1)OCCO2	0.3	0.54
53	O=C(c1ccc(Cl)c(S(=O)(=O)N2CCOCC2)c1)N1CCCCC1	-0.9	-0.73
54	Cc1cc(O)c(C(=O)/C=C/c2c(F)c(F)c(F)c(F)c2F)c(=O)o1	-1.6	-0.93
55	Cc1sc2nc(-c3ccco3)oc(=O)c2c1C	-1.9	-0.04
56	COc1cc(C(=S)N2CCOCC2)cc(OC)c1OC(=O)c1cccc(C)c1	-0.4	0.58
57	CCSc1ccc([C@@H]2[C@@H]3C(=O)N(C)C(=O)[C@@H]3[C@]3(C(=O)OC)CCCCN23)cc1	0.3	-2.1
58	Cc1ccccc1-c1ncc(CN2CCN(C3CCCCC3)C(CCO)C2)cn1 (stereo not drawn)	-0.2	0.14
59	O=C(CSc1nnnn1-c1ccccc1)NCC1(N2CCOCC2)CCCCC1	-0.9	nt
60	CCOc1ccc(N=C2NC(=O)C(CC(=O)O)S2)cc1 (stereo not drawn)	1.0	0.56

Of the compounds above, 4 have a thiophene ring, fused or not.
item	canonical_smiles	STK33 inh	Kir21 inh
17	CCn1c(SC)nnc1-c1sc2cc(Cl)ccc2c1Cl	-0.3	1.5
25	Nc1nnnn1CC(=O)N/N=C/c1cccs1	-1.9	0.15
34	O=C(N/N=C/c1cccc(OCc2ccccc2)c1)c1cccs1	0.0	1.4
55	Cc1sc2nc(-c3ccco3)oc(=O)c2c1C	-1.9	-0.04

(more compounds)
item	canonical_smiles	STK33 inh	Kir21 inh
61	CN(CCc1ccccn1)C(=S)Nc1cccc(S(=O)(=O)N(C)C)c1	0.9	0.49
62	Cc1ccc2nc(NC(=O)CN3C(=O)C4CC=CCC4C3=O)sc2c1 (stereo not drawn)	6.3	-1.4
63	O=C(Nc1ccc2ccccc2c1)c1ccc(Cl)cc1Cl	-1.5	1.6
64	Nc1cc(OC(=O)c2cccs2)nn1S(=O)(=O)c1ccc(F)cc1	-1.3	0.18
65	CCn1c(-c2ccccc2)c(C(=O)O)c2ccccc21	-0.5	-0.27
66	Cc1ccc(C23CC4CC(CC(C(=O)N(C)C)(C4)C2)C3)cc1	-1.8	-2.6
67	CCOC(=O)N1CCN(C(=O)C2CCN(CC3CCCCC3)CC2)CC1	1.1	1.4
68	S=C(NCCCc1ccccc1)Nc1ccc(Br)cc1	-1.2	-0.45
69	O=C(C1CCC(=O)N(C2CC2)C1)N1CCN(c2ccccc2Cl)CC1 (stereo not drawn)	-0.7	0.87
70	NNC(=O)C1=NOC(CNc2ncc(C(F)(F)F)cc2Cl)C1 (stereo not drawn)	-0.3	1.2
71	Cc1[nH]c(SCC(=O)c2c(N)n(C)c(=O)n(C)c2=O)nc1Cc1ccccc1	0.2	nt
72	CCCCC[C@@H]1C=C(C(=O)O)[C@H](c2ccc(OC)c(OC)c2)N1S(=O)(=O)c1ccc(C)cc1	-0.6	nt
73	Cc1ccc(C(=O)N2CCN(c3ncccn3)CC2)o1	-0.4	2
74	CCCn1c(=N)c(S(=O)(=O)c2ccccc2)cc2c(=O)n3ccccc3nc21	-1.2	0.24
75	COc1ccc(NC(=O)C2CCN(c3ncnc4c3nc3n4CCCCC3)CC2)c(OC)c1	-1.4	1.2
76	O=C(COC(=O)CNC(=O)c1ccccc1F)NCCNC(=O)COC(=O)CNC(=O)c1ccccc1F	-1.7	-0.88
77	COC(=O)c1c(NC(=O)C(=O)NCCCN2CCOCC2)sc2c1CCC2	-0.6	0.09
78	CCOC(=O)C1(Cc2cccc(OC)c2)CCCN(Cc2nccn2CC)C1 (stereo not drawn)	-2.3	-2.9
79	CC(=O)Nc1ccc(NC(=O)CC2SC(=O)N(CC(=O)c3ccccc3)C2=O)cc1 (stereo not drawn)	8.2	-0.01
80	CC(C)CN(C(=O)COC(=O)Cc1c[nH]c2ccccc12)C1CCS(=O)(=O)C1 (stereo not drawn)	-0.3	-0.55
81	CSc1ccc(C#N)cc1NC(=O)c1cccc(Cl)c1	-2.0	-0.05
82	CCOc1ccc(S(=O)(=O)NCCC(=O)N2CCCC(C)C2)cc1 (stereo not drawn)	-1.3	-1.4
83	Cc1ccc(CNC(=O)CCCC(=O)Nc2cc(C)on2)cc1	0.7	-0.5
84	O=c1cc(CSc2nc3ccccc3c(=O)[nH]2)c2ccc(O)cc2o1	nt	0.1
85	Cc1cccc(NC(=O)c2cccc(Cn3cc(Br)c([N+](=O)[O-])n3)c2)c1C	-0.7	-0.08
86	COc1ccc(C(=O)OC(C)CN2CCOCC2)cc1OC (stereo not drawn)	-0.3	1.1
87	CCC(=O)Nc1cccc(C2=NOC3(C2)C[C@@H](C(N)=O)N(C(=O)c2cc([N+](=O)[O-])cc([N+](=O)[O-])c2C)C3)c1 (stereo partly drawn)	0.0	-0.04
88	Cc1cc(-c2ccc(Cl)cc2)oc(=O)c1NC(=O)c1ccccc1	1.4	-0.22
89	CCCC12CN3CCN(CC(C3)/C1=N\NC(=O)c1ccc(F)cc1)C2	-2.2	-1.1
90	CSc1nc2ccccc2nc1N(C)S(=O)(=O)c1ccc(C)cc1	1.4	-0.04
91	COc1cc(S(=O)(=O)N(C)C)ccc1Br	-0.6	-0.64
92	CC(=O)c1cn(S(=O)(=O)c2ccccc2)c2ccccc12	-3.8	-2.4
93	O=S(=O)(c1ccccc1)N1CCN(C(=S)Nc2ccccc2Cl)CC1	0.4	0.51
94	CCCCOC(=O)Nc1ccc(C)c(Cl)c1	-2.1	0.98
95	CCCc1nc2n[nH]c(N)c2c2c1CCCC2	-0.4	-2.6
96	CC1=C(C)CC(C(=O)Nc2cccc([N+](=O)[O-])c2)C(C(=O)O)C1 (stereo not drawn)	-1.0	0.08

Record cards, as listed above. Order of values: STK33 inh	Kir21 inh
CN(Cc1cnn(C)c1)C(=O)c1cc2ccccc2oc1=O is entered as -5.1	0.31
CCO[C@H]1OC(C(=O)N2CCCCCCC2)=C[C@@H](c2ccccc2)[C@@H]1CCCO is entered as -0.5	-0.35

Remaining list, next part.
item	canonical_smiles	STK33 inh	Kir21 inh
97	Cc1cc2nnc(SC3CCCCN(C(=O)c4ccc(F)cc4)C3=O)n2c2ccccc12 (stereo not drawn)	1.1	0.02
98	COc1ccc(NS(=O)(=O)c2cccc(C(=O)NCCCN3CCCC3=O)c2)cc1	0.2	0.67
99	CC1(C)CC(=O)C2=C(C1)OC(N)=C(C#N)C2CCc1ccccc1 (stereo not drawn)	1.4	nt
100	Cc1nc2sccn2c(=O)c1CCN1CCC(=C(c2ccc(F)cc2)c2ccc(F)cc2)CC1	-0.5	1.8
101	O=C(Cn1c(COc2ccc(Cl)cc2)nc2ccccc21)NCC(F)(F)F	0.9	-0.92
102	CC(C)C(=O)Nc1nnc(S(=O)(=O)N2CCCc3ccccc32)s1	-0.4	-1.1
103	CC1CC(C)CN(C(=O)CSc2ccsc2[N+](=O)[O-])C1 (stereo not drawn)	-0.5	0.75
104	O=C(CCCn1cnc([N+](=O)[O-])n1)Nc1ccc(F)c(Cl)c1	0.0	-1.9
105	CC1CN(S(=O)(=O)c2ccc(C(=O)OCc3ccc(C#N)cc3)cc2)CC(C)O1 (stereo not drawn)	0.2	nt
106	COc1ccc(Nc2nc(N3CCN(S(C)(=O)=O)CC3)nc3ccccc23)c(OC)c1	-1.2	0.03
107	Fc1ccccc1Nc1nc(-c2ccncc2)nc2ccccc12	6.6	-0.35
108	COCCCNC(=O)C1CCN(S(=O)(=O)c2ccc3nc4c(c(C(=O)O)c3c2)CCCCC4)CC1	0.0	1.1
109	Cc1ccccc1NS(=O)(=O)c1cc(C(=O)NCCC2=CCCCC2)ccc1Cl	1.2	0.58
110	CCOc1ccc(NC(=O)CSc2nc3c(c(=O)n2-c2ccccc2OC)SCC3)cc1	-1.3	1.1
